MLL CXXC-DNA inh: blocks binding of human MLL CXXC domain to DNA. AID 2662. Potency, µM (doses to about 115 µM), for inactives: top-dose activity change, negative = inhibition, usual class: inhibitors. hit rate 0.037% among 290,000. MLL-CXXC / FITC-HOXA9 DNA fluorescence polarization; active = well fitted inhibition curve with a large enough effect in the polarisation, with a control signal flat, not every such curve was filed as active; inconclusive = small, poorly fitted or top-dose-only effect, or effect the other way, or a change in a side signal; inactive = no such curve, though single readings can be large or run the other way; the % refers to the polarisation; note: potency is the fitted concentration of half-maximal effect
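Purified MLL-CXXC (added from a 7 uM solution) was preincubated 5 min at ambient with pinned compounds in 50 mM Tris-HCl pH 7.5, 50 mM NaCl, 1 mM DTT, 0.05% BSA. Fluorescein-labeled HOX-A9 DNA (50 nM solution) followed, 30 min, then polarization read.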
p53 reactivation: restores transcriptional activity of mutant p53. hit rate 0.063% among 320,000. AID 504706. H1299 p53-A138V BP100-luciferase reporter, luminescence, 24 h. Potency, µM (titrated, usually from 92.2 µM), without a hit: top-dose activity change, positive = activation, usual class: activators; note: potency is the fitted concentration of half-maximal effect; % of control where 0% means no effect; nearly all actives have a fitted effect of over 45% in size
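H1299 (p53-null), stable ts p53-A138V + BP100-Luc; 1000 cells/well, Opti-MEM/10% FBS; cpd 4 pt, 1:5; 24 h, 37 deg C, 5% CO2; detection reagent 10 min RT; luminescence.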
Integrin act MD: activates integrin-mediated alleviation for muscular dystrophy. hit rate 0.064% among 350,000. alpha7betagal myoblasts, beta-gal FDG fluorescence, 48 h. AID 624291. Potency, µM (highest dose often 38.3 µM), for the others: at the top dose activation, actives largely listed as activators;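 note: potency is the fitted concentration of half-maximal effect; 100% = response of the positive control SU9516; nearly all actives have a fitted effect of over 60% in size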
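Alpha7betagal+/- myoblasts (passage 13) were plated 16-24 hr, then exposed to compounds (1:260 dilution of DMSO stock) for 48 hours at 37C. After MPER lysis, β-galactosidase reporter activity was read as FDG fluorescence (ex 480/em 540) after 30 minutes.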
A-T KAP1 phos: potential ataxia-telangiectasia treatment; AID 485349; […] A-T fibroblasts, KAP-1 phosphorylation AlphaLISA; neocarzinostatin DNA damage 30 min before lysis; Potency, µM (doses to about 57.5 µM), without a hit: at the highest dose activation, most hits filed as activators; hit rate 0.19% among 320,000; note: potency is the fitted concentration of half-maximal effect; % of control where 0% means no effect; nearly all actives have a fitted effect of over 45% in size
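hTERT-immortalized A-T patient fibroblasts ([…]), 500 cells/well in OPTI-MEM, 1% FBS, got compounds for 60 min, then NCS for 30 min at 37C. Lysates were then assayed for phospho-KAP-1 by AlphaLISA (anti-pKAP1 donor, anti-KAP1 acceptor beads), 6 hr at 25C.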
TSG101-PTAP inh: blocks PTAP/TSG101 interaction to inhibit HIV-1 budding; Q99816; Fluorescence polarization, FITC-PTAP peptide / Tsg101 binding; Potency, µM (highest dose often 115 µM), for inactives: at the highest dose activity change, negative = inhibition, hits mostly inhibitors; 340,000 tested, under 10 active; AID 493005; active = well fitted inhibition curve with a large enough effect in the main read-out, with a control signal flat, not every such curve was filed as active; inconclusive = small, poorly fitted or top-dose-only effect, or effect the other way, or a change in a side signal; inactive = no such curve, though single readings can be large or run the other way; note: potency is the fitted concentration of half-maximal effect; % of control where 0% means no effect
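Compounds were pin-transferred onto Tsg101 binding domain (10 uM final) in HEPES pH 7.5 buffer, then FITC-PTAP peptide was added at 50 nM final. After 20 min at RT, polarization reported peptide displacement across a qHTS concentration series.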
BRCA1 expr act: BRCA1 expression activation | MCF7-BRCA1-FFLuc reporter, luminescence, 48 h; response scale: scaled: vehicle 0%, 10 µM genistein 100% | Potency, µM (doses to about 46.1 µM), without a hit: at the top dose activation, hits mostly activators | hit rate 1.1% among 380,000; note: potency is the fitted concentration of half-maximal effect; nearly all actives have a fitted effect of over 80% in size; some results filed as inactive show a strong effect at the top dose
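Quantitative HTS in MCF7 cells stably reporting BRCA1 expression via firefly luciferase. Compound treatment lasts 48 h at 37 °C in phenol-red free MEM. Activation is expressed relative to genistein at 10 microM and DMSO.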
ELG1 DNA repair: blocks ELG1-dependent DNA repair in HEK293T cells. HEK293T ELG1-luciferase reporter, luminescence, 16 h; DNA damage induced by 5-fluorouridine. Potency, µM (doses to about 46.1 µM), for the others: at the highest dose activity change, negative = inhibition, most hits filed as inhibitors. hit rate 2.3% among 330,000. AID 504467; note: potency is the fitted concentration of half-maximal effect; % is set by controls: 0 for no effect and ±100 for the full control effect; nearly all actives have a fitted effect of over 55% in size
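Cells (2,000 per well) received 5-fluorouridine plus test compound or DMSO and were incubated 16 hr at 37 °C, 5% CO2. Luciferase activity was read by luminescence 30 min after ONE-Glo addition; signal suppression marked inhibition of damage-induced ELG1 function.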
TCR activator: T cell receptor activation | primary human leukocytes, anti-CD3, IL-2 HTRF, 48 h | Potency, µM (highest dose often 9.22 µM), for the others: top-dose activation of IL-2 secretion, usual class: activators | 330,000 tested, under 10 active | AID 504894; note: % of control where 0% means no effect
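Primary human leukocytes incubated 48 hr with anti-CD3 beads plus compound, without co-stimulation. Secreted IL-2 measured by HTRF (europium cryptate/d2 anti-IL-2 pair, 320 nm excitation, 665 nm emission).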
TRPV1 agonist: human TRPV1 agonism | activation, % at 8.33 µM | hit rate 0.19% among 320,000 | Q8NER1 | TRPV1-expressing cells, Fluo-8 calcium influx, agonist mode; in the data active = activation above about 80%; inconclusive = between about 30% and that limit; note: 0% is about no effect
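Fluo-8 calcium influx in TRPV1-expressing cells, kinetic read (ex 480/em 520 nm). Compound added and read 3 min for agonist activity, followed by capsaicin at EC20 final and 2 min further read for enhancement.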
B2AR arrestin: agonists driving beta-arrestin recruitment to human beta2-adrenergic receptor. P07550. beta-arrestin recruitment to beta2AR, cell-based reporter. Potency, µM (highest dose often 46.1 µM), without a hit: at the highest dose activation, actives largely listed as activators. hit rate 0.02% among 330,000. AID 492947;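 note: potency is the fitted concentration of half-maximal effect; 0% = DMSO controls and full agonism = EC100 isoproterenol or metaproterenol; nearly all actives have a fitted effect of over 65% in size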
* = called active by the depositor; ? = inconclusive; / = no result given; [ ] = another dose, or the depositor's remark. Unless noted, calls come from the whole dose curve; as a rule, active = well fitted curve in the direction sought with a large enough effect; inconclusive = small, poorly fitted or top-dose-only effect, or another doubt; inactive = no such curve, though single readings can be large; an effect the other way counts as inactive or inconclusive.

Letter code: A = MLL CXXC-DNA inh; B = p53 reactivation; C = Integrin act MD; D = A-T KAP1 phos; E = TSG101-PTAP inh; F = BRCA1 expr act; G = ELG1 DNA repair; H = TCR activator; I = TRPV1 agonist; J = B2AR arrestin
1: Cn1c(=O)n(C)c2cc(NC(=O)COc3ccc(F)cc3)ccc21
  A: -5%; B: 0%; C: 23%; D: 0%; E: -5%; F: -30%; G: ?; H: 4%; I: 1; J: -1.1%

2: CCOc1ccc(S(=O)(=O)N2CCC(C(=O)NCCc3ccccc3)CC2)cc1
  A: 5%; B: 17%; C: -15%; D: 3%; E: -2%; F: 14%; G: -1%; H: 9%; I: 1; J: -0.1%

3: Cc1ccc(-c2csc3nc[nH]c(=O)c23)c(C)c1
  A: -1%; B: /; C: -9%; D: 5%; E: -2%; F: -3%; G: -8%; H: -1%; I: 7; J: 0.4%

4: COc1ccc2sc(N3C(=O)CC(Cc4cccc(C)c4)C3=O)nc2c1 (centres undefined)
  A: -2%; B: -1%; C: 23%; D: 6%; E: -10%; F: -2%; G: 2%; H: -18%; I: 1; J: -0.8%

5: Cc1cccc(N(C(=O)CCC(=O)Nc2cc(C)on2)C(C(=O)NC2CCCC2)c2cccnc2)c1 (centres undefined)
  A: -13%; B: -4%; C: 1%; D: -2%; E: -3%; F: -21%; G: -11%; H: 0%; I: 3; J: -0.9%

6: Cc1ccc(-c2cc(=O)c3ccccc3[nH]2)cc1
  A: -10%; B: ?; C: -7%; D: /; E: -2%; F: -13%; G: ?; H: 7%; I: -2; J: 3.1%

7: C=CCC(NCc1ccco1)c1ccc(OC)cc1 (centres undefined)
  A: 5%; B: -1%; C: 1%; D: -3%; E: -6%; F: 5%; G: 6%; H: -2%; I: -3; J: -0.3%

8: Cc1cccc(NC(=O)CSc2nc3ccccc3nc2N2CCCCC2)c1
  A: /; B: 24%; C: 5%; D: 6%; E: -6%; F: -10%; G: ?; H: 3%; I: ?; J: 0.0%

9: COc1ccc(NC(=O)c2cc(S(=O)(=O)N3CCCC3)ccc2C)cn1
  A: /; B: -1%; C: -28%; D: 0%; E: -9%; F: -2%; G: -14%; H: /; I: 0; J: 2.9%

10: O=C(Oc1ccccc1Cl)c1ccccc1
  A: /; B: /; C: -20%; D: /; E: 2%; F: -16%; G: /; H: 1%; I: /; J: /

11: C=CCn1c(C)c(/C=C/c2cc[n+](C)cc2)c2ccccc21
  A: ?; B: /; C: -77%[inhibitor]; D: 7%; E: ?; F: -49%; G: 7%; H: 8%; I: 12; J: -0.6%

12: COc1cc(/C=C/C(=O)NC(C)C)ccc1OCc1ccccc1
  A: 1%; B: 1%; C: -10%; D: 5%; E: 0%; F: -32%; G: ?; H: 10%[46.1 µM]; I: ?; J: 0.3%

13: Cc1[nH]n(-c2ccccc2)c(=O)c1CCO
  A: -9%; B: 1%; C: 6%; D: 5%; E: -10%; F: -2%; G: -2%; H: 5%; I: 1; J: -0.4%

14: CC(C)Cc1nnc(NC(=O)CCNC(=O)c2ccccc2Cl)s1
  A: /; B: -4%; C: -17%; D: 8%; E: -5%; F: -28%; G: -1%; H: -7%; I: -4; J: -0.3%

15: O=C(CSc1nc2ccccc2o1)Nc1ccccc1
  A: 6%; B: 26%; C: -25%; D: /; E: -6%; F: 5%; G: 19%; H: 0%; I: ?; J: -0.6%

16: CC(=O)c1ccccc1NC(=O)COC(=O)/C=C/c1ccc(C)o1
  A: -5%; B: 4%; C: -13%; D: -3%; E: 0%; F: -59%; G: 16%; H: /; I: -3; J: 0.2%

17: COc1ccc(C)cc1N(CC(=O)NCCSCc1ccco1)S(=O)(=O)c1ccc(C)cc1
  A: -3%; B: -3%; C: 11%; D: -6%; E: 0%; F: -32%; G: ?; H: -6%; I: 3; J: -0.1%

18: CCOC(=O)c1c(S(=O)(=O)NCC2CCN(CCc3cccs3)CC2)c(C)n(C)c1C
  A: 4%; B: 9%; C: -63%[inhibitor]; D: -7%; E: 1%; F: -13%; G: 5%; H: 15%; I: 2; J: 0.3%

19: Cc1ccc(CNC(=O)C2CCC(=O)N2CCc2ccccc2)cc1 (centres undefined)
  A: 1%; B: 5%; C: -12%; D: 1%; E: -1%; F: 6%; G: 12%; H: -1%; I: 5; J: 0.1%

20: O=C(NC(=S)Nc1cccnc1Cl)c1ccc(F)cc1
  A: -4%; B: ?; C: 9%; D: 0%; E: -4%; F: 10µM*; G: ?; H: 2%; I: 21; J: 0.4%

21: c1ccc(CCCOCCC2CO2)cc1 (centres undefined)
  A: 7%; B: 12%; C: /; D: 4%; E: /; F: /; G: 0%; H: /; I: 1; J: -0.7%

22: CCCN(CCC)C(=O)CC(c1ccccc1)c1cc(Br)ccc1O (centres undefined)
  A: 14%; B: -11%; C: -34%; D: 4%; E: -7%; F: -44%; G: -12%; H: 0%; I: ?; J: 0.5%

23: O=C(Nc1c(C(=O)N2CCN(c3ccccn3)CC2)oc2ccccc12)c1ccc([N+](=O)[O-])cc1
  A: 32%; B: 2%; C: -5%; D: -4%; E: -2%; F: 3%; G: -7%; H: -17%; I: 28; J: -0.1%

24: CC1(C)N=C(N)N=C(N)N1c1ccc(C(=O)O)cc1
  A: -1%; B: -3%; C: /; D: /; E: /; F: /; G: -10%; H: /; I: -6; J: 0.3%

25: CCOC(=O)/C=c1\s/c(=C\c2ccc(C#N)cc2)c(=O)n1CC(=O)Nc1cccc(C)c1C
  A: -11%; B: 0%; C: -41%[inhibitor]; D: -2%; E: 6%; F: -10%; G: ?; H: -9%; I: -1; J: -0.9%

26: O=C(Nc1ccccc1)c1ncoc1-c1ccc(Cl)cc1
  A: 14%; B: 3%; C: -10%; D: 0%; E: 0%; F: -47%; G: 11%; H: 4%; I: 7; J: -0.9%

27: O=C(c1ncc[nH]1)c1cccs1
  A: 10%; B: 12%; C: 16%; D: -3%; E: -2%; F: 29%; G: ?; H: 3%; I: 1; J: 0.1%

28: O=C(Cn1nc(-c2ccccc2)c2ccccc2c1=O)NN1CCOCC1
  A: -4%; B: 0%; C: 41%; D: -3%; E: 0%; F: -16%; G: 1%; H: -1%; I: 3; J: -0.5%

29: CC(=O)Oc1ccc(N(c2ccccc2)S(=O)(=O)c2ccc(C)cc2)cc1
  A: 3%; B: 1%; C: 9%; D: 1%; E: 0%; F: -19%; G: ?; H: -1%; I: 7; J: -0.3%

30: CCN(Cc1cc2ccccc2[nH]c1=O)S(=O)(=O)c1ccc(OC)cc1
  A: -2%; B: 1%; C: -23%; D: 22%; E: -6%; F: -27%; G: -26%; H: 1%; I: -1; J: 0.4%

31: C[C@H](CO)N1C[C@H](C)[C@@H](CN(C)C(=O)Nc2ccccc2)Oc2ccc(NC(=O)Cn3cnnn3)cc2C1=O
  A: /; B: -1%; C: -5%; D: 4%; E: -3%; F: 4%; G: 30%; H: -41%; I: /; J: -1.5%

32: Cc1ccc(S(=O)(=O)N2CCN(C(=O)C3CCN(C(=O)c4ccccc4C)CC3)CC2)cc1C
  A: 11%; B: -3%; C: -35%; D: 20%; E: -4%; F: -56%; G: ?; H: 0%; I: 2; J: 0.1%

33: O=C(CN1C(=O)c2ccccc2C1=O)Nc1ccc(N2CCOCC2)cc1
  A: -3%; B: 4%; C: 1%; D: 12%; E: -4%; F: 0%; G: 5%; H: 1%; I: -1; J: 0.2%

34: O=C(NCCC1=CCCCC1)C1CC(=O)N(C2CCCCC2)C1 (centres undefined)
  A: -3%; B: 0%; C: ?; D: -1%; E: -3%; F: 9%; G: -2%; H: -33%; I: -1; J: -0.5%

From PubChem
